HTR5A inv ag: HTR5A inverse agonists in luminescence cell assay, primary screen, counter-screen for OPRM1-OPRD1 heterodimer inverse agonist project, full-deck HTS. 5-hydroxytryptamine receptor 5A (Homo sapiens), P47898. HTR5A cell line, inverse agonism. inhibition, % at 9.3 µM. 340,000 tested, 0.083% active; in the data active means inhibition mostly above about 23%, no sharp cut-off; inactive means mostly below about 18%;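 further: 0% = cells with DMSO and 100% = no-cell wells with DMSO; some compounds called inactive have numbers as strong as hits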
MOR-DOR inv ag: inverse agonists of MOR-DOR heterodimerization, primary screen, cell-based, luminescence; Mu-type opioid receptor (Homo sapiens) + Delta-type opioid receptor (Homo sapiens), …; cell-based MOR-DOR heterodimer luminescence, inverse agonism; inhibition, % at 9.3 µM; 340,000 tested, 0.21% active; in the data active means inhibition above about 22%, passing the limit was not always enough;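 further: 0% = cells with DMSO and 100% = wells without cells with DMSO; values of inactives mirror those of a sister screen read the other way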
Target sequence (P35372 whole entry, looked up): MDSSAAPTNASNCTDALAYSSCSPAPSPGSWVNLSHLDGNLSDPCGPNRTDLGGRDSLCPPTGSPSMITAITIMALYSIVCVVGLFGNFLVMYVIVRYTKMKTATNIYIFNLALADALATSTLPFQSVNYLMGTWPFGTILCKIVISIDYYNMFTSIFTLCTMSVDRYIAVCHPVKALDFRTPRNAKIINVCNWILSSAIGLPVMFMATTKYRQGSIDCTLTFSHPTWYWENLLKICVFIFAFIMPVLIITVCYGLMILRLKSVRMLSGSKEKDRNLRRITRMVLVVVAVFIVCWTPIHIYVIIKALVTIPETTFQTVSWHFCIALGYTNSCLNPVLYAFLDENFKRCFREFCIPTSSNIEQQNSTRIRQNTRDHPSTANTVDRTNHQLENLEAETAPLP
Target sequence (P41143 whole entry, looked up): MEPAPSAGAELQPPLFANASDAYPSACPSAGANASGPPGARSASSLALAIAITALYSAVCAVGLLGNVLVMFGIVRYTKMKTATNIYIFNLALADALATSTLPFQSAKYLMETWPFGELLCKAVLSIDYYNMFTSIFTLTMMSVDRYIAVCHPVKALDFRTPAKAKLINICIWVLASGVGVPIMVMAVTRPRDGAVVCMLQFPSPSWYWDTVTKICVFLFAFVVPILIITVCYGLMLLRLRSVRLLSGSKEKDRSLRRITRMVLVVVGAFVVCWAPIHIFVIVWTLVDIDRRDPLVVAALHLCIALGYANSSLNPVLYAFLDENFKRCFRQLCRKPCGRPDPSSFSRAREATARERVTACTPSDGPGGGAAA
Tat transport: E. coli Tat export inhibitors, primary screen, MC4100, TorA-mCherry reporter, fluorescence, single point; inhibition, % at 10 µM; 340,000 tested, 0.036% active;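 active means mean replicate inhibition at least 50% and at least half of replicates individually reaching 50%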;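 further: exported cargo escapes ClpAP degradation while cytoplasmic cargo is degraded and loses fluorescence; 0% = median of neutral control wells and 100% = median of NaSCN control wells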
SUMO Mot1 rescue: yeast Mot1-301 growth rescue at high temperature, primary screen, SUMOylation pathway inhibitor project, S. cerevisiae, ATP luminescence, 38.5C. growth rescue, % at 18.8 µM. S. cerevisiae Mot1-301 growth rescue; percent above DMSO median, 100 means doubled. 320,000 tested, 1% active. AID 2716, 2010;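 active means every valid replicate shows activation above 250% relative to neutral control wells; inactive means the rest, any valid replicate at or below 250%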;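 further: OY570 slx delta 5 strain wells were the positive control but not used for scaling; some compounds called inactive have numbers as strong as hits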
PfHsp90 yeast 2: growth inhibition of PfHsp90-expressing yeast, primary screen, antimalarial PfHsp90 inhibitor project, S. cerevisiae, BacTiter-Glo luminescence, single point, set 2 | inhibition, % at 9.4 µM | BacTiter-Glo ATP, 48 h; yeast lacking PDR1 and PDR3 efflux regulators | AID 504621, 2011 | 310,000 tested, 0.32% active;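 active means every replicate shows inhibition above about 80%, whatever the replicate mean, limit read from the data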;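 further: 0% = DMSO neutral controls and 100% = 20 µM radicicol positive controls; yeast relying on Plasmodium falciparum Hsp90 in place of its own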
phage Ecoli inh: growth loss of phage-infected E. coli, primary screen, RecBCD inhibitor project, absorbance, with phage, HTS; inhibition, % at 11.9 µM; 360,000 tested, 0.26% active; in the data active means inhibition above about 11%
PKA-R2B act: activators of PKA-R2B holoenzyme, primary screen, biochemical, fluorescence polarization, Cy5-IP20, human | cAMP-dependent protein kinase catalytic subunit beta (Homo sapiens) + cAMP-dependent … | PKA-R2B holoenzyme dissociation; R2B truncated from residue 108, S112A mutant; 0% DMSO only, 100% 113 µM cGMP | activation, % at 11.4 µM | 340,000 tested, 0.079% active;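 active means activation above a cutoff set at the mean over all compounds plus 3 SD, cut at about 18% in these data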;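 further: higher means more holoenzyme dissociation and a rise in polarization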
MOR-DOR ag: agonists of OPRM1-OPRD1 heterodimerization, primary screen, cell-based, luminescence. Mu-type opioid receptor (Homo sapiens) + Delta-type opioid receptor (Homo sapiens), …. cells. activation, % at 9.3 µM. 340,000 tested, 0.3% active. AID 504326, 2011; in the data active means activation above about 18%;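 further: 0% = vehicle-treated cells and 100% = reference agonist; values of inactives mirror those of a sister screen read the other way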
Ecoli viability: E. coli V3065 growth inhibition, primary screen, counter-screen for AddAB inhibitor project, absorbance, OD600; 18 h; inhibition, % at 11.9 µM; 330,000 tested, 0.27% active; AID 449728, 2010;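 active means inhibition above the campaign's mean inhibition across all tested compounds plus 3 SD, cut at about 9.9% in these data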;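 further: uninfected addAB+ strain grown without phage in ampicillin broth; 0% = DMSO wells and 100% = ciprofloxacin 0.95 µg/ml wells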
AddAB inh: growth inhibition of E. coli expressing H. pylori AddAB, primary screen, AddAB inhibitor project, absorbance | 330,000 tested, 0.29% active | inhibition, % at 11.9 µM; in the data active means inhibition above about 12%;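 further: 0% = vehicle wells of infected cells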
PKA-R1A act: activators of PKA-R1A holoenzyme, primary screen, biochemical, fluorescence polarization, Cy5-IP20, bovine R1A, mouse PKAc | PKA-R1A dissociation; scaled: DMSO 0%, 113 µM cGMP 100% | activation, % at 11.4 µM | 340,000 tested, 0.083% active;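 active means percent activation above the mean of all tested compounds plus 3 SD, cut at about 19% in these data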;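 further: higher means more PKAc released from R1A so a rise in polarization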
* = called active by the depositor; x = not tested or not shown. This is a random part of the collection (roughly 2.2% active in at least one column).

cpd	SMILES	HTR5A inv ag	MOR-DOR inv ag	Tat transport	SUMO Mot1 rescue	PfHsp90 yeast 2	phage Ecoli inh
1	Cc1ccc(Cl)cc1N1CCN(C(=O)C2CCN(S(=O)(=O)c3cccnc3)CC2)CC1	5	-2	-4	6	-7	2.1
2	CN1C(=O)CC(C(=O)O)SC1=Nc1cc(Cl)c(O)c(Cl)c1 (centres undefined)	-23	12	-2	-10	x	1.4
3	N#CCCN(C(=O)COC(=O)CCc1nc2ccccc2c(=O)[nH]1)c1ccc(F)cc1	-38	7	-2	24	6	0.0
4	Cc1ccc(NC(=O)CS(=O)CC(=O)N(c2ccc(C)cc2)C(C)C(=O)NC2CCCCC2)cc1 (centres undefined)	-23	-7	-9	25	8	-1.5
5	NS(=O)(=O)c1ccc(CCNC(=O)C(=O)c2cn(CC(=O)N3CCOCC3)c3ccccc23)cc1	2	25	-4	-11	-2	1.4
6	O=C1C2C(C(=O)N1c1nccs1)C1C=CC2C12CC2 (centres undefined)	18	-9	-4	5	15	0.9
7	CC1C=CCC2C(=O)N(c3ccccc3OC(=O)c3cccs3)C(=O)C12 (centres undefined)	7	15	-9	-8	2	3.9
8	Cc1nnsc1C(=O)NC(C)C12CC3CC(CC(C3)C1)C2 (centres undefined)	-8	-9	4	-29	6	0.5

cpd	PKA-R2B act	MOR-DOR ag	Ecoli viability	AddAB inh	PKA-R1A act
1	-6	0.6	0.4	2.7	-4
2	14	-2.3	2.3	-1.8	-3
3	-4	-1.2	0.5	0.4	-5
4	4	1.2	-0.2	2.8	-5
5	6	-4.9	0.9	-1.2	0
6	4	1.3	-1.6	1.9	-4
7	-7	-3.0	-0.3	1.5	-2
8	9	1.5	-2.9	2.0	-5

Additional entries
cpd	SMILES	HTR5A inv ag	MOR-DOR inv ag	Tat transport	SUMO Mot1 rescue	PfHsp90 yeast 2	phage Ecoli inh
9	CCCN(CCC)CCNc1c(NC2CCN(C(=O)OCC)CC2)c(=O)c1=O	-49	-2	-13	3	-22	1.1
10	CC[C@@H]1CCCCc2ccccc2[C@H](C(=O)C[C@H](O)CC(C)=O)OC1=O	11	14	-3	-13	10	3.8
11	COc1ccc(/C=C(/C(=O)Nc2ccccc2C(=O)N2CCCC2)c2ccccc2)cc1	-19	4	6	-14	x	0.9
12	CN1CCN(C(=O)c2ccc3c(=O)n(-c4ccc(F)cc4)c(=S)[nH]c3c2)CC1	-18	5	-9	-4	12	1.2
13	CCCCN(C(=O)Cc1cccc(F)c1)c1c(N)n(CCC)c(=O)[nH]c1=O	-4	11	1	162	-5	-0.5
14	CCC(C)N1CCN(C(=O)c2cccs2)CC1 (centres undefined)	-13	20	-8	-19	-23	0.8
15	CCN(CC)CC#CCC(O)(c1ccccc1)c1ccc(Br)cc1 (centres undefined)	13	1	5	69	21	3.5
16	Cc1ccc(CNC(=O)C(=O)c2cn(CC(=O)N3CCCC3)c3ccccc23)cc1	14	10	8	-11	1	0.2

cpd	PKA-R2B act	MOR-DOR ag	Ecoli viability	AddAB inh	PKA-R1A act
9	-5	0.3	-0.2	2.2	2
10	-2	-2.9	2.3	3.4	-7
11	13	-0.9	-2.7	0.2	-3
12	6	-1.2	-2.3	-2.0	-10
13	-13	-2.2	1.7	-0.4	-2
14	-2	-3.5	0.5	-0.4	-17
15	3	-0.2	-0.2	0.6	-12
16	-10	-1.8	0.9	0.9	-5

More compounds.
cpd	SMILES	HTR5A inv ag	MOR-DOR inv ag	Tat transport	SUMO Mot1 rescue	PfHsp90 yeast 2	phage Ecoli inh
17	O=C(N/N=C/C=C/c1ccccc1[N+](=O)[O-])c1cccs1	4	-3	1	2	8	4.5
18	Cc1[nH]c2ccccc2c1C(O)CN1CCC2(CC1)OCCO2 (centres undefined)	6	18	0	3	-10	4.3
19	c1cncc(-c2nnc3n2CCC3)c1	-28	10	-9	1	-26	1.6
20	COc1ccc(S(=O)(=O)NCc2ccccc2)cc1Br	1	9	-2	70	-8	2.2
21	Cc1ccc(NC(=O)c2ccncc2)cc1[N+](=O)[O-]	9	-1	-11	11	-21	3.0
22	O=C1C(=Cc2cccs2)C(=O)c2ccccc21	17	8	-11	10	8	4.8
23	Cc1nnc(N/N=C/c2ccccc2F)n1N	-10	5	-7	-8	15	0.3
24	COc1ccc(-n2cc(CN(C)C(C)c3ccncn3)c(-c3cccc(F)c3)n2)cc1 (centres undefined)	-5	-36	12	17	x	-0.8

cpd	PKA-R2B act	MOR-DOR ag	Ecoli viability	AddAB inh	PKA-R1A act
17	0	0.6	-1.9	0.9	4
18	3	-3.6	1.9	1.2	3
19	-2	-1.8	3.7	1.1	0
20	-2	-1.9	-0.3	0.4	1
21	-8	0.1	0.4	5.5	-12
22	-7	-1.7	-1.9	0.6	1
23	-2	-1.1	1.5	2.7	-6
24	-9	7.3	-0.2	5.5	-9

(list continues)
cpd	SMILES	HTR5A inv ag	MOR-DOR inv ag	Tat transport	SUMO Mot1 rescue	PfHsp90 yeast 2	phage Ecoli inh
25	CCCc1c(C)nc(N2CCN(c3ccccc3F)CC2)[nH]c1=O	-5	10	7	7	15	1.5
26	O=c1oc(Nc2cccc(Cl)c2)nc2ccccc12	11	3	0	-11	-5	2.9
27	CCOc1ccc(N=C2NC(=O)C(CC(=O)Nc3ccccc3)S2)cc1 (centres undefined)	0	-4	-5	-6	24	1.8
28	Cc1cccc(C(=O)N(Cc2cccs2)C2CCS(=O)(=O)C2)c1 (centres undefined)	16	12	-2	0	4	3.5
29	CCOc1ccc(C(C)NC(=S)NCc2ccc(F)cc2)cc1 (centres undefined)	9	2	-10	10	21	2.2
30	O=C(Nc1ccccc1)c1ccccc1NC(=O)C1CCCCC1	-34	-45	-1	272	-38	3.3
31	CCOC(=O)N1CCN(C(=O)/C(=C/c2cccc3ccccc23)NC(=O)c2ccc(OC)c(OC)c2)CC1	-7	17	-20	-2	-15	1.8
32	CC1(C)CC(O)C(CCC(O)c2ccccc2)C(C)(C)N1 (centres undefined)	13	4	-1	0	2	4.0

cpd	PKA-R2B act	MOR-DOR ag	Ecoli viability	AddAB inh	PKA-R1A act
25	-9	-2.1	0.2	-0.8	-2
26	3	-0.5	-0.5	-0.1	-2
27	-2	0.8	0.1	-1.5	-8
28	8	-2.3	0.8	-0.1	6
29	-8	-0.6	0.9	-0.6	3
30	-2	8.3	0.3	2.7	-5
31	-9	-3.1	-2.8	-1.3	5
32	5	-0.7	1.7	1.4	-3

(continued)
cpd	SMILES	HTR5A inv ag	MOR-DOR inv ag	Tat transport	SUMO Mot1 rescue	PfHsp90 yeast 2	phage Ecoli inh
33	O=c1c2ccccc2c(C=Nc2ccc(O)cc2)c(O)n1Cc1ccccc1	1	-14	-10	-19	-16	1.5
34	CCOc1ccc(NC(=O)CNC(=O)c2cn(-c3ccccc3OC)c(=O)c3ccccc23)cc1	-14	9	1	x	-15	3.2
35	COc1cc(C(=O)Nc2ccc3c(c2)OCO3)c([N+](=O)[O-])cc1OC	-2	10	-6	-11	-12	-1.8
36	COc1ccc(S(N)(=O)=O)cc1C(=O)OCC(=O)Nc1ncc(Cl)c(C)c1Cl	-8	6	-5	-16	4	2.4
37	O=C(c1ccc(Cl)cc1)C1CCCN(Cc2cccn2-c2cccnc2)C1 (centres undefined)	-4	-10	1	-3	14	0.8
38	CCOC(CNC(=O)c1ccc2c(c1)ncn2-c1ccccc1OC)OCC	3	-10	-2	192	15	0.0
39	CCCCN(C(=O)COC(=O)c1ccc(C)s1)c1c(N)n(CCC)c(=O)[nH]c1=O	2	8	16	-2	-2	2.5
40	COc1ccccc1NC(=O)NNC(=O)c1ccc2ccccc2c1	-4	12	-8	10	0	2.3

cpd	PKA-R2B act	MOR-DOR ag	Ecoli viability	AddAB inh	PKA-R1A act
33	-3	2.9	-0.5	1.8	-2
34	-5	-1.7	-0.5	2.3	0
35	-10	-2.0	2.1	2.0	-1
36	-1	-1.2	1.3	1.2	-1
37	15	1.9	-0.6	4.9	-3
38	5	2.2	-2.3	-0.2	-3
39	9	-1.6	-0.3	-1.6	-12
40	-12	-1.8	x	x	7

(more compounds)
cpd	SMILES	HTR5A inv ag	MOR-DOR inv ag	Tat transport	SUMO Mot1 rescue	PfHsp90 yeast 2	phage Ecoli inh
41	CC1CCN(C(=O)c2cccc(S(=O)(=O)N3CCCCC3)c2)CC1	-27	5	-2	-14	-24	2.4
42	COc1ccc(/C=C/C(=O)c2ccc(Cl)s2)cc1O	-34	17	-4	-6	9	3.4
43	CCCCc1ccc(NC(=O)c2ccc(NS(C)(=O)=O)cc2)cc1	11	-3	-4	449	-35	3.7
44	Clc1ccc(-c2ccnc(-n3cccc3)n2)s1	-1	-27	5	2	-30	1.1
45	Cc1nn(C)c(C)c1N1C(=O)c2cccc3c(Br)ccc(c23)C1=O	-21	17	18	-10	3	-0.2
46	OCCCn1c(C2CCCN2c2nc(-c3ccc(Cl)cc3)cs2)nc2cc(Cl)c(N3CCCCC3)cc21 (centres undefined)	-8	14	0	66	x	1.5
47	CC(C)[C@@H](N)C(=O)NC[C@H]1O[C@@H](n2cnc3c(N)ncnc32)[C@H](O)[C@@H]1O	-2	14	-4	x	5	2.3
48	CCCNC(=O)CSc1nc2ccccc2c(=O)n1CCC	-33	12	0	x	1	2.7

cpd	PKA-R2B act	MOR-DOR ag	Ecoli viability	AddAB inh	PKA-R1A act
41	-11	-0.9	1.6	0.8	0
42	-5	-3.9	-0.8	-1.5	-7
43	4	0.6	-3.0	-0.6	-8
44	0	5.9	-1.9	4.1	-11
45	-7	-2.9	0.6	2.3	-8
46	-10	-2.5	-0.4	2.1	-21
47	-2	-2.9	0.4	1.2	-7
48	-3	-2.3	2.4	-1.2	-9

Assay outcomes as filed in PubChem.
